Source: PubChem BioAssay (several laboratories)
HTR5A inv ag: inverse agonist of human HTR5A in OPRM1-OPRD1 counter-screen; HTR5A cell line, luminescence, inverse agonism; inhibition, % at 9.3 µM; 340,000 compounds, 0.083% hits; in the data active means inhibition mostly above about 23%, no sharp cut-off; inactive means mostly below about 18%;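 further: 0% = cells with DMSO and 100% = no-cell wells with DMSO; some compounds called inactive have numbers as strong as hits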
PKA-R1A activ: activates the PKA-R1A holoenzyme complex. 340,000 compounds, 0.083% hits. activation, % at 11.4 µM. PKA-R1A dissociation, Cy5-IP20 fluorescence polarization; scaled: DMSO 0%, 113 µM cGMP 100%;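 active means percent activation above the mean of all tested compounds plus 3 SD, cut at about 19% in these data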;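 further: higher means more PKAc released from R1A so a rise in polarization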
OPRM1-OPRD1 inv: mu-delta opioid heterodimer inverse agonism; P35372+P41143; inhibition, % at 9.3 µM; AID 504357; 340,000 compounds, 0.21% hits; cell-based MOR-DOR heterodimer luminescence; in the data active means inhibition above about 22%, passing the limit was not always enough;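 further: 0% = cells with DMSO and 100% = wells without cells with DMSO; values of inactives mirror those of a sister screen read the other way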
Target sequence (P35372 whole entry, looked up): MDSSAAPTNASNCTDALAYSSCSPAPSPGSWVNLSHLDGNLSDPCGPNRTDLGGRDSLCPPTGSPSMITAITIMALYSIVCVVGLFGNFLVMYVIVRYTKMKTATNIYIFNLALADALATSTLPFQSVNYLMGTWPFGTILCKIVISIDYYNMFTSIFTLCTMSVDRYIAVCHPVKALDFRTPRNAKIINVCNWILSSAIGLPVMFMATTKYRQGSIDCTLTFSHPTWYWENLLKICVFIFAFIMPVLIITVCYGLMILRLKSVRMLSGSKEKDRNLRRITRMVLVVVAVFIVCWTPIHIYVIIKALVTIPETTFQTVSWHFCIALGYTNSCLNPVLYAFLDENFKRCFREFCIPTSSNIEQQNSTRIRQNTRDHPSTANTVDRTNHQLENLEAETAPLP
Target sequence (P41143 whole entry, looked up): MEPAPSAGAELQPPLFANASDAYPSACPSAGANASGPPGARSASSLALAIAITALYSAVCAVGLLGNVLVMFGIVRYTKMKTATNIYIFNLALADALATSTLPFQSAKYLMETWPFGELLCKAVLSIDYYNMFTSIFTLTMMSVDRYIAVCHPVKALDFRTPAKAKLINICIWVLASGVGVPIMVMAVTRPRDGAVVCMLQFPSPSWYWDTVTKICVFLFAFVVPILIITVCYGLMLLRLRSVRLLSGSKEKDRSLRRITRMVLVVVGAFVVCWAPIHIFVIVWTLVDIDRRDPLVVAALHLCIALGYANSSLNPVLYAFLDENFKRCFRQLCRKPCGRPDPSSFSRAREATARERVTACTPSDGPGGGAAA
AddAB inh: less growth of phage-infected E. coli with AddAB; AID 435030; E. coli expressing H. pylori AddAB, absorbance growth; inhibition, % at 11.9 µM; 330,000 compounds, 0.29% hits; in the data active means inhibition above about 12%;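 further: 0% = vehicle wells of infected cells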
OPRM1-OPRD1 ag: agonists of human mu-delta opioid receptor heterodimerization; AID 504326; 340,000 compounds, 0.3% hits; activation, % at 9.3 µM; cells, OPRM1-OPRD1 heterodimerization, luminescence; in the data active means activation above about 18%;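 further: 0% = vehicle-treated cells and 100% = reference agonist; values of inactives mirror those of a sister screen read the other way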
phage Ecoli inh: E. coli growth loss with phage present; 360,000 compounds, 0.26% hits; growth absorbance; inhibition, % at 11.9 µM; in the data active means inhibition above about 11%
PKA-R2B act: activators of human PKA-R2B complex; 340,000 compounds, 0.079% hits; P22694+P31323; PKA-R2B holoenzyme dissociation, Cy5-IP20 fluorescence polarization; R2B truncated from residue 108, S112A mutant; 0% DMSO only, 100% 113 µM cGMP; activation, % at 11.4 µM;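 active means activation above a cutoff set at the mean over all compounds plus 3 SD, cut at about 18% in these data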;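 further: higher means more holoenzyme dissociation and a rise in polarization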
SUMO Mot1 rescue: inhibitors of SUMOylation pathway: yeast Mot1-301 growth rescue. S. cerevisiae Mot1-301 growth rescue, ATP luminescence, 38.5C; percent above DMSO median, 100 means doubled. growth rescue, % at 18.8 µM. 320,000 compounds, 1% hits. AID 2716;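 active means every valid replicate shows activation above 250% relative to neutral control wells; inactive means the rest, any valid replicate at or below 250%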;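 further: OY570 slx delta 5 strain wells were the positive control but not used for scaling; some compounds called inactive have numbers as strong as hits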
PfHsp90 yeast 2: inhibits growth of yeast expressing Plasmodium falciparum Hsp90. S. cerevisiae expressing PfHsp90, BacTiter-Glo ATP, 48 h; yeast lacking PDR1 and PDR3 efflux regulators. 310,000 compounds, 0.32% hits. inhibition, % at 9.4 µM;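 active means every replicate shows inhibition above about 80%, whatever the replicate mean, limit read from the data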;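 further: 0% = DMSO neutral controls and 100% = 20 µM radicicol positive controls; yeast relying on Plasmodium falciparum Hsp90 in place of its own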
Tat transport: blocks Tat-dependent protein export in E. coli; inhibition, % at 10 µM; 340,000 compounds, 0.036% hits; E. coli MC4100 TorA-mCherry Tat export, fluorescence; AID 488895;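 active means mean replicate inhibition at least 50% and at least half of replicates individually reaching 50%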;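 further: exported cargo escapes ClpAP degradation while cytoplasmic cargo is degraded and loses fluorescence; 0% = median of neutral control wells and 100% = median of NaSCN control wells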
Ecoli viability: counter-screen for AddAB inhibitors: E. coli growth inhibition. inhibition, % at 11.9 µM. AID 449728. 330,000 compounds, 0.27% hits. E. coli V3065 growth, OD600 absorbance, 18 h;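 active means inhibition above the campaign's mean inhibition across all tested compounds plus 3 SD, cut at about 9.9% in these data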;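 further: uninfected addAB+ strain grown without phage in ampicillin broth; 0% = DMSO wells and 100% = ciprofloxacin 0.95 µg/ml wells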
Starred values were filed as active, the others as inactive; i = inactive; x = not tested or not shown; & = joins results of further samples.

cpd	mol	OPRM1-OPRD1 inv	PKA-R2B act	PKA-R1A activ	AddAB inh	PfHsp90 yeast 2	Tat transport	phage Ecoli inh	OPRM1-OPRD1 ag	SUMO Mot1 rescue	Ecoli viability	HTR5A inv ag
1	O=C(CCCN1C(=O)/C(=C/c2ccc(F)cc2)SC1=S)NCCCn1ccnc1	2.1	-15.4	-20.7	0.6	0.1	7.9	2.2	-0.4	-0.1	-2.3	0.6
2	COc1ccc(C(=O)N2CCCC(CO)(Cc3ccccc3C)C2)o1 (stereo not drawn)	-2.4	-2.7	-5.4	3.3	-8.7	-2.9	1.0	0.7	36.0	0.1	21.5
3	CCOc1ccc(/C=N/NC(=O)C(OC)c2ccccc2)cc1 (stereo not drawn)	16.4	4.7	6.8	-0.8	-11.4	-3.5	4.6	-3.2	2.4	-1.7	-5.7
4	COc1ccc(-c2csc(NC(CO)c3nc4ccccc4n3CCOCCO)n2)cc1 (stereo not drawn)	8.2	-0.8	-4.7	2.6	13.3	-1.6	2.2	-1.5	-4.2	-0.3	10.3
5	CC(=O)N(CN1C(=O)C2C3C=CC(C3)C2C1=O)c1cccc(Cl)c1 (stereo not drawn)	7.5	-1.8	-4.3	-2.1	0.5	-4.4	3.7	-1.4	3.0	-2.0	8.9
6	CSc1ncccc1C(=O)Nc1ccccc1N1CCOCC1	8.0	-5.5	-8.7	1.0	-7.5	6.6	-0.1	-1.9	6.7	0.1	13.9
7	Cc1ccc2nc(NC(=O)Cn3cc4c(n3)CCCCC4)sc2c1	-13.4	-9.2	-1.0	-2.0	-8.0	11.2	-0.4	2.3	17.0	-0.6	-10.1
8	O=C(CN1C(=O)NC2(CCCC2)C1=O)N1CCN(S(=O)(=O)c2ccccc2Br)CC1	-13.2	-16.6	-14.8	2.0	-18.0	-2.2	1.7	2.5	-13.0	-0.7	-18.4
9	CC(=O)Nc1ccc(C(=O)OCc2ccc(F)cc2Cl)cc1	1.3	-3.2	-9.3	-0.7	2.4	2.9	6.8	-0.2	35.5	1.4	6.6
10	O=c1[nH]c(C(F)(F)C(F)(F)C(F)(F)F)no1	9.3	-10.7	-9.8	x	x	-0.4	-0.1	-1.8	x	x	-0.6
11	COc1ccccc1CCc1nnc(CCC(=O)NC(C)Cn2nc(C)cc2C)o1 (stereo not drawn)	7.8	-1.1	-4.4	2.2	8.1	-7.4	4.1	-1.4	71.4	-0.2	-5.5
12	O=C(Cn1cnc2ccccc21)N/N=C/c1cccnc1	x	-4.2	6.8	0.2	-14.4	0.8	1.6	x	-6.1	-2.4	x
13	Cc1ccc(S(=O)(=O)c2cc3ccccc3oc2=Nc2ccc3c(c2)OCCO3)cc1	17.9	-4.9	5.2	3.0	-10.7	2.7	4.0	-4.0	-1.4	0.2	-6.3
14	COc1ccc(CCNC(=O)CCn2c(=O)c3ccccc3n(CC(=O)NCC3CCCO3)c2=O)cc1OC (stereo not drawn)	4.1	0.5	-11.0	-0.3	-21.0	8.0	3.6	-0.8	-14.9	-0.7	-28.0
15	Cc1ccc(/C=C/C(=O)OCC(=O)Nc2cccnc2Cl)o1	4.1	-10.4	1.2	0.2	7.3	-3.6	2.6	-0.8	-11.7	-2.7	0.9
16	CCOC(=O)Cc1csc(NC(=O)c2ccc(S(=O)(=O)N3CCCCC3)cc2)n1	3.2	4.4	4.9	0.8	-6.0	3.2	3.3	-0.6	13.5	1.5	-3.8
17	C[C@H](CO)N1C[C@H](C)[C@@H](CN(C)C(=O)Nc2ccc(C(F)(F)F)cc2)Oc2c(NC(=O)Nc3ccc4c(c3)OCO4)cccc2C1=O	-12.8	-10.3	-12.2	-0.8	31.0	-8.7	2.5	2.1	9.7	-1.1	-8.7
18	O=C(COC(=O)c1cccnc1Nc1cccc(C(F)(F)F)c1)NC1CCS(=O)(=O)C1 (stereo not drawn)	2.6	-6.5	-2.6	0.9	4.5	-2.3	4.6	-0.5	15.1	0.2	8.0
19	COc1ccc(CN2CCC(CO)(CCOc3ccccc3)CC2)c(OC)c1C	6.0	3.8	9.9	0.5	-21.0	-4.0	2.4	-1.3	3.3	0.6	0.3
20	COc1cc(C(C)=O)ccc1OCC(O)CN1CCN(c2ccc(C)cc2C)CC1 (stereo not drawn)	1.6	9.1	-0.7	1.8	-9.7	-6.2	1.6	-0.3	-0.1	1.1	5.5
21	COc1ccc(C2C=C(C)Nc3nc(SC)nn32)cc1 (stereo not drawn)	10.9	-4.5	-3.8	3.4	0.0	3.8	1.7	-1.9	-9.3	2.0	-32.6
22	Clc1ccc(/C=N/Nc2nnc(Cl)c3ccccc23)cc1	0.1	-4.1	-7.2	1.0	-11.3	-5.0	1.9	0.0	5.6	-1.7	-25.4
23	O=c1c2ccccc2oc2nc(-c3ccco3)n(Cc3ccccc3)c(=O)c12	17.4	2.1	9.2	-1.1	12.7	-7.8	0.0	-3.3	19.4	-2.3	-3.0
24	Cc1cccn2c(=O)c3cc(C(=O)NCCN4CCOCC4)c(=N)n(Cc4cccnc4)c3nc12	10.8	3.8	5.9	0.5	19.6	-7.4	-0.8	-2.1	-5.6	1.0	7.7
25	CCC(=O)N1CCc2cc(S(=O)(=O)CCC(=O)Nc3ccc(OC)c(OC)c3)ccc21	10.6	-3.4	7.3	-2.6	-11.4	-1.8	3.5	-1.7	26.3	-1.4	7.2
26	O=C(NCCS(=O)(=O)N1CCN(c2ccccc2F)CC1)c1cc(=O)c2ccccc2o1	3.9	-3.9	1.6	3.4	12.8	-1.1	1.2	-0.8	0.2	-1.4	-3.1
27	CCOC(=O)COc1nc(OC)nc(N2CCOCC2)n1	11.3	3.5	12.2	-2.4	-22.5	-2.7	1.9	-2.6	-6.0	-0.1	-21.4
28	COc1cc(/C=C(\NC(=O)c2ccccc2)C(=O)NCC(=O)O)c([N+](=O)[O-])cc1OC	3.2	7.6	6.8	1.3	-25.4	-5.3	3.2	-0.5	15.2	2.3	7.3
29	CCOc1ncccc1C(=O)NCC(c1ccco1)N1CCCCC1 (stereo not drawn)	-9.5	2.1	2.9	0.2	1.7	7.5	0.0	1.9	-11.1	1.0	7.5
30	COc1ccc(/C=C2/SC(=S)N(CC(=O)O)C2=O)cc1OCc1ccc(Cl)cc1	19.5	4.3	-5.0	1.3	4.2	7.8	1.4	-4.1	150.4	-1.4	12.5
31	CC1CCN(C(=O)Cn2nnc(-c3cccs3)n2)CC1	-0.7	0.7	5.1	2.7	-5.5	-1.7	0.5	0.1	7.8	1.6	5.1
32	CN(C)C1(CNC(=O)CC(NC(=O)c2ccccc2Cl)c2ccccc2)CCCCC1 (stereo not drawn)	-115.9	9.4	5.1	3.1	0.4	4.3	1.8	21.7*	-21.9	-1.9	-12.1
33	CN1CCC(=NNC(=O)CSCc2ccccc2)CC1	1.2	-0.4	5.4	-0.6	-11.1	1.7	2.5	-0.2	-0.4	-1.8	13.5
34	O=C(NCC1COc2ccccc2O1)C1CCC(CNc2c(N3CCCCC3)c(=O)c2=O)CC1 (stereo not drawn)	6.6	-12.6	-13.4	2.6	17.5	2.0	-0.1	-1.3	-11.4	1.8	-38.0
35	O=C(CC1CCCC1)Nc1nnc(C2CC2)s1	3.3	3.0	0.8	0.2	74.1	9.2	0.8	-0.6	2.5	-0.7	-3.7
36	Cc1ccc(S(=O)(=O)n2[nH]c(=O)cc2N)cc1	9.5	-1.7	-8.2	1.1	-5.7	2.8	3.1	-1.7	-11.6	-1.2	-17.7
37	CN(C[C@H](Cc1ccccc1)N(C[C@H](Cc1cccc2ccccc12)N(CCc1ccccc1)N=O)N=O)N=O	9.7	6.4	12.1	-0.2	-3.0	-41.5	2.0&0.9	-1.7	0.2	0.9	12.5
38	O=C(CSc1nnc(-c2ccncc2)n1CC1CCCO1)NCc1ccccc1 (stereo not drawn)	7.2	-1.8	2.5	0.1	x	-3.4	2.1	-1.2	97.9	1.5	4.4
39	COc1ccccc1C(=O)O/N=C(\N)c1ccccn1	-1.8	-4.3	0.5	5.1	22.6	-4.9	1.9	0.4	-11.1	2.9	5.3
40	Cc1ccc(Cn2nc(C)c(NC(=O)c3cc(-c4ccco4)on3)c2C)cc1	9.1	-4.8	-2.8	2.3	0.1	-6.1	x	-1.7	-0.2	-1.8	10.8
41	O=C(c1cccc(S(=O)(=O)N2CCOCC2)c1)N1CCCC1	20.8	3.1	1.5	2.8	x	-8.6	1.2	-3.6	-4.8	-2.9	-3.7
42	O=C(NCCN1CCCC(O)C1)c1cc(COc2ccc(F)cc2Cl)on1 (stereo not drawn)	7.7	-8.9	3.2	0.2	8.6	9.6	2.9	-1.4	2.6	-2.9	-18.9
43	O=C(CCN1c2ccccc2Sc2ccccc21)Oc1ccccc1	-20.8	-2.0	-8.9	2.4	-28.2	1.1	2.5	4.0	5.3	0.6	6.6
44	CN1C(=O)N(CC(=O)N2CCN(c3ncccn3)CC2)C(=O)C12CCCCC2	19.4	9.8	-0.7	x	x	0.7	-1.8	-3.7	x	x	19.2
45	C/C(N)=C(/C#N)C(=O)COC(=O)c1cc(-c2cccc(Br)c2)nc2ccccc12	2.9	-2.0	3.3	3.8	-16.9	1.1	1.6	-0.6	-22.7	-3.0	-3.7
46	Cc1ccc(Nc2nc3c(s2)CCC3)c(C)c1	-7.5	4.8	7.5	1.0	0.6	3.0	-0.1	1.4	-8.8	-2.0	22.5
47	C=CCC(NCc1ccccc1)c1ccccc1 (stereo not drawn)	-38.6	7.5	-3.3	2.3	-6.6	-9.5	3.2	6.2	i	3.2	-43.6

Structures listed so far that have an NH in an aromatic ring, in the order listed:
cpd	mol	OPRM1-OPRD1 inv	PKA-R2B act	PKA-R1A activ	AddAB inh	PfHsp90 yeast 2	Tat transport	phage Ecoli inh	OPRM1-OPRD1 ag	SUMO Mot1 rescue	Ecoli viability	HTR5A inv ag
10	O=c1[nH]c(C(F)(F)C(F)(F)C(F)(F)F)no1	9.3	-10.7	-9.8	x	x	-0.4	-0.1	-1.8	x	x	-0.6
36	Cc1ccc(S(=O)(=O)n2[nH]c(=O)cc2N)cc1	9.5	-1.7	-8.2	1.1	-5.7	2.8	3.1	-1.7	-11.6	-1.2	-17.7

Excerpt, entries 1 to 3
cpd	mol	OPRM1-OPRD1 inv	PKA-R2B act	PKA-R1A activ	AddAB inh	PfHsp90 yeast 2	Tat transport	phage Ecoli inh	OPRM1-OPRD1 ag	SUMO Mot1 rescue	Ecoli viability	HTR5A inv ag
1	O=C(CCCN1C(=O)/C(=C/c2ccc(F)cc2)SC1=S)NCCCn1ccnc1	2.1	-15.4	-20.7	0.6	0.1	7.9	2.2	-0.4	-0.1	-2.3	0.6
2	COc1ccc(C(=O)N2CCCC(CO)(Cc3ccccc3C)C2)o1 (stereo not drawn)	-2.4	-2.7	-5.4	3.3	-8.7	-2.9	1.0	0.7	36.0	0.1	21.5
3	CCOc1ccc(/C=N/NC(=O)C(OC)c2ccccc2)cc1 (stereo not drawn)	16.4	4.7	6.8	-0.8	-11.4	-3.5	4.6	-3.2	2.4	-1.7	-5.7
